TRPC6 inh = mouse TRPC6 channel inhibitors, primary screen, cell-based, HEK293, membrane potential dye. Short transient receptor potential channel 6 (Mus musculus), Q61143. ACh-evoked depolarization; active compounds read low. B-score at 10 µM. hit rate 1.1% among 310,000. AID 2553, 2010;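 active means B-score under library mean minus 3 SD, initial fluorescence not abnormally high, positive integrated signal ratio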;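 further: B-score derived from integrated fluorescence ratio over the kinetic read; more negative B-score means stronger inhibition of depolarization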
Target sequence (Q61143 whole entry, looked up): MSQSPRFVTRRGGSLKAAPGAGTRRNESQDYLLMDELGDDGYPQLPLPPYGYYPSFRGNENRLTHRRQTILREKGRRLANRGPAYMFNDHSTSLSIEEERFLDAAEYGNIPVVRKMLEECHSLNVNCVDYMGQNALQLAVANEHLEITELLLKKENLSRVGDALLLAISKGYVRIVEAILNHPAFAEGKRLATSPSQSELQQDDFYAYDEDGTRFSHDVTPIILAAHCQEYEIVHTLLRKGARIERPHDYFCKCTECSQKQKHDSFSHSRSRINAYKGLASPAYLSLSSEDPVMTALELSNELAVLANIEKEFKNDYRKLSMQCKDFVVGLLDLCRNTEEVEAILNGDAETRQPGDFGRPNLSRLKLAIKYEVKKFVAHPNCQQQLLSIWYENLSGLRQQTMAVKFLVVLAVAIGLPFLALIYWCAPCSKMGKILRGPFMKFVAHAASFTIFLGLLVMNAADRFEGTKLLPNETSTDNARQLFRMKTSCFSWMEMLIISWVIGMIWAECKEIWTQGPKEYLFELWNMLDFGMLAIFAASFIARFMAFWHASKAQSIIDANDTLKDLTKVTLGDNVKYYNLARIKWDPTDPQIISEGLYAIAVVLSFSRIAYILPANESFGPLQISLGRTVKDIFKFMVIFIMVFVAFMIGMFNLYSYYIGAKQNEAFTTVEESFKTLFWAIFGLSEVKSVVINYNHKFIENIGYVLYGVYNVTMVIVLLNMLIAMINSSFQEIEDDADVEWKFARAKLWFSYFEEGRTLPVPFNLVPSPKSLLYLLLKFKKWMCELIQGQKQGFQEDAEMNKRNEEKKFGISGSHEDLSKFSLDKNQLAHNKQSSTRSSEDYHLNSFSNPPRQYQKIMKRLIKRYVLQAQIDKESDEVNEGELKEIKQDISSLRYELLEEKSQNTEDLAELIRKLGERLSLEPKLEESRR
HIF act = HIF pathway transcriptional activators, primary screen, cell-based, U2OS HRE-luciferase, luminescence; U2OS HRE-luciferase reporter; normalized: DMSO 0%, desferrioxamine 100%; activation, % at 7.5 µM (by protocol); hit rate 0.32% among 300,000; AID 1910, 2009;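 active means mean activation of at least 10% of the iron chelator positive control signal, with at least half of replicates also reaching 10%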
MrgX1 antagonist = antagonists of human MrgX1 receptor, primary screen, HEK293 cells, Fluo-4 calcium flux; B-score at 10 µM; BAM8-22 antagonism; active compounds read low; hit rate 1.3% among 310,000; Mas-related G-protein coupled receptor member X1 (Homo sapiens), Q96LB2;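 active means calcium-response B-score plate-corrected more than 3 library SD below zero, starting fluorescence within 5 deviations, no agonist response on first addition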;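 further: peak minus trough fluorescence over baseline after final BAM8-22 challenge near maximal dose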
RGS4 act = RGS4 potentiators or activators, primary screen, cell-based, HEK293 M3R inducible RGS4, calcium flux | carbachol calcium flux Fluo4; active compounds read low | B-score at 10 µM | hit rate 0.92% among 310,000 | AID 463111, 2010;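 active means B-score of the integrated calcium signal more than 4 SD below the library mean, with starting fluorescence not abnormally high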;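 further: negative B-score means reduced calcium response which marks RGS4 activation or potentiation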
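Material: M3R-expressing HEK293 line, RGS4 induced by doxycycline | Schedule: Overnight RGS4 induction, 30 min dye load 37 °C, 20 min compound RT | Measured by: Fluo4 fluorescence kinetic imaging of calcium | Read-out: Integrated calcium ratio converted to B score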
MrgX1 ag = agonists of human MrgX1 receptor, primary screen, HEK293 cells, Fluo-4 calcium flux. hit rate 0.44% among 310,000. Fluo-4 calcium fluorescence, agonist mode; active compounds read high. B-score at 10 µM. Mas-related G-protein coupled receptor member X1 (Homo sapiens), Q96LB2;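 active means calcium response B-score plate-corrected fluorescence ratio at least 3 library SD, with starting fluorescence B-score inside 5 SD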
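Test system: Stable human MrgX1 HEK293 cell line | Schedule: Overnight plating before 1 h dye loading | Read-out basis: Baseline-normalised fluorescence change ratio, B-scored | Detection: Kinetic calcium dye fluorescence, Fluo-4 NW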
MrgX1 PAM = positive allosteric modulators of MrgX1, primary screen, HEK293 cells, Fluo-4 calcium flux; Mas-related G-protein coupled receptor member X1 (Homo sapiens), Q96LB2; AID 588675, 2011; FDSS; active compounds read high; B-score at 10 µM; hit rate 0.63% among 310,000;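 active means plate-corrected calcium response at least 3 library SD above typical, normal starting fluorescence, not activating the receptor alone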;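 further: compound read alongside a low EC10 to EC30 dose of BAM8-22 agonist; peak minus trough fluorescence over baseline measured at the second addition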
TRPC4 block = inhibitors of mouse TRPC4 channel, primary screen, Fluo4 calcium, HEK293 TRPC4beta/mu-opioid cells. B-score at 10 µM. AID 2247, 2010. hit rate 0.39% among 300,000. DAMGO-evoked Fluo4 calcium flux; active compounds read low;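 active means B-score over 3 SD under the library average, no early fluorescence shift, positive overall ratio signal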
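Test system – stable TRPC4beta/mu-opioid receptor HEK293 cells · Probe or stimulus – DAMGO, a submaximal dose followed by a maximal one · Dosing – one concentration per compound · Signal – Fluo4 calcium fluorescence by kinetic imaging, 5 s 1 Hz baseline · Evaluation – per-well B score of integrated baseline-normalized Fluo4 ratio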
SKKanGAS inh = S. pyogenes SKKanGAS growth inhibitors in kanamycin, primary screen, streptokinase expression inhibitor project, SKKanGAS strain, BacTiter-Glo luminescence; 6 h; inhibition, % at 7.5 µM; hit rate 1.3% among 300,000;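 active means mean replicate score, as percent of positive control median, at least 50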;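 further: strain carries kanamycin resistance gene driven by streptokinase promoter and grows in 40 µg/ml kanamycin; loss of luminescence reflects streptokinase promoter inhibition or plain growth inhibition; 0% = median of DMSO wells and 100% = positive control at its reference dose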
RGS4 inh = RGS4 inhibitors, primary screen, cell-based, HEK293 M3R inducible RGS4, calcium flux; Fluo-4 calcium flux; active compounds read high; triggered by carbachol at its EC20; B-score at 10 µM; hit rate 0.45% among 310,000; AID 463165, 2010;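 active means B-score, a plate-corrected calcium signal, over three deviations above library mean, with baseline fluorescence within five deviations of library mean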;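 further: RGS4 expression induced by doxycycline in cells with stable M3 receptor; B-score is computed from the integrated fluorescence ratio over baseline after carbachol; higher B-score means a larger calcium signal and so more RGS4 inhibition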
TRPC6 activator = mouse TRPC6 channel activators, primary screen, cell-based, HEK293, membrane potential dye; AID 2550, 2010; HEK293-TRPC6 membrane potential dye fluorescence; active compounds read high; Short transient receptor potential channel 6 (Mus musculus), Q61143; hit rate 0.13% among 310,000; B-score at 10 µM;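 active means B-score of the integrated fluorescence ratio above library mean plus 3 SD, and starting fluorescence ratio within library mean plus 5 SD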;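 further: higher score means more depolarization so channel activation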
Platelet DG rel = inhibitors of platelet dense granule secretion, primary screen, cell-based, MLPCN, human platelets; AID 1663, 2009; inhibition, %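 (compounds screened at 7.5 µM in platelet-rich plasma)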; human platelet-rich plasma, SFLLRN dense granule ATP release, luminescence; hit rate 0.22% among 300,000;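 active means mean replicate score, as percent of positive control, at or above 50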
An asterisk follows results filed as active; i = inactive.

SMILES	TRPC6 inh	HIF act	MrgX1 antagonist	RGS4 act	MrgX1 ag	MrgX1 PAM	TRPC4 block	SKKanGAS inh	RGS4 inh	TRPC6 activator	Platelet DG rel
C/C(CC(=O)Nc1cccc(C(F)(F)F)c1)=N\NC(=O)c1cnccn1	i	0.8	i	i	i	i	i	-0.8	i	i	28.4
CCCCN1C(=O)CC(N2CCOCC2)C1=O (centres undefined)	i	-0.7	i	i	i	i	i	5.2	i	i	1.9
COc1ccc(C2C(C#N)=C(N)Oc3cc(N)ccc32)cc1OC (centres undefined)	i	0.0	i	i	i	i	i	3.4	i	i	15.9
C=C1CCC2[C@](C)(CO)[C@H](O)CC[C@@]2(C)[C@@H]1/C=C/C1=CCOC1=O (some centres undefined)	i	-0.1	i	i	i	i	i	-2.4	i	i	1.0
CC(=O)Nc1nnc(SCC(=O)c2ccc3c(c2)Cc2ccccc2-3)s1	i	0.1	i	i	i	i	i	-4.7	i	i	-1.7
O=C(c1cc2cc([N+](=O)[O-])ccc2oc1=O)N1CCOCC1	i	-0.2	i	i	i	i	i	3.4	i	i	-3.5
O=C(O)c1c[nH]c(=O)c2ccccc12	i	0.1	i	i	i	i	i	-4.5	i	i	0.7
C/C(=N/NC(=O)c1ccc(C(C)(C)C)cc1)c1ccccn1	i	0.7	i	i	i	i	i	105.7*	8.54*	i	-13.0
N#CCCC1CCCC=C1N(Cc1ccccc1)C(=O)C(Cl)Cl (centres undefined)	i	-0.3	i	i	i	i	i	6.7	i	i	0.1
Cc1cccc2cc(CN(Cc3nnnn3C3CCCCC3)C3CCCC3)c3nnnn3c12	i	-1.0	i	i	i	i	i	12.7	i	i	-2.5
O=C(NCCNC(=O)c1cccs1)c1ccco1	i	0.4	i	i	i	i	i	0.3	i	i	4.0
CCOCCOCCC(C(=O)O)P(=O)(c1ccccc1)c1ccccc1 (centres undefined)	i	0.3	i	i	i	i	i	5.4	i	i	-2.3
CN(C)S(=O)(=O)c1cccc(-c2nnc(SCc3cc(Cl)cc4c3OCOC4)n2N)c1	i	-3.1	i	i	i	i	i	9.6	i	i	-2.0
CCCN1CNC(=S)N(c2ccccc2OCC)C1	i	0.3	i	i	i	i	i	-12.5	i	i	3.8
O=C(Cc1ccc(NS(=O)(=O)c2ccc(F)cc2)cc1)NCc1cccnc1	i	-0.2	i	i	i	i	i	-1.4	i	i	-3.3
CC1(C)Cc2c(sc(/N=C/N3CCOCC3)c2C#N)C(C)(C)N1	i	-0.1	i	i	i	i	i	5.7	i	i	-0.2
Cc1[nH]nc2c1C(c1cccs1)C1=C(CC(C)(C)CC1=O)N2 (centres undefined)	i	0.6	i	i	i	i	i	-1.4	i	i	1.0
CCOC(=O)C1CCN(C(=O)Nc2ccccc2Cl)CC1	i	-0.1	i	i	i	i	i	-9.4	i	i	-0.2
O=C(N/N=C\c1ccncc1)c1ccc(Br)s1	i	0.2	i	i	i	i	i	13.4	i	i	8.7
CCOC(=O)Cn1c(=O)oc2cc(S(=O)(=O)N(C)c3ccc(OC)cc3)ccc21	i	0.3	i	i	i	i	i	9.1	i	i	1.8
NC(=O)CC(NC(=O)c1ccccc1)c1ccc(NCCc2cccc(F)c2)c([N+](=O)[O-])c1 (centres undefined)	i	-0.4	i	i	i	i	i	9.1	i	i	1.9
CC12CCC(C(=O)N(CC(O)CN3CCN(Cc4ccccc4)CC3)C1=O)C2(C)C (centres undefined)	i	-0.1	i	i	i	i	i	-0.6	i	i	3.2
O=[N+]([O-])c1cccc(-c2nnc(-c3ccccc3)o2)c1	i	-6.0	i	i	i	i	i	4.3	i	i	-1.2
CC(C)c1ccc(Oc2cccc(C(=O)/C(C#N)=C/N(C)C)c2)cc1	i	-3.0	i	i	i	i	i	20.8	i	i	-1.1
CCCCC[n+]1ccn(-c2nc3ccccc3nc2[N-]S(=O)(=O)c2ccc(C)cc2)c1	i	-3.1	i	i	i	i	i	1.0	i	i	0.0
Cc1ccc(C2C3=C(NCCN=C3c3ccccc3)C(=O)N2c2ccccc2)cc1 (centres undefined)	-6.62*	0.2	i	i	i	i	i	3.8	i	i	12.4
COc1ccc(C2c3ccc4ccccc4c3Oc3ncn4nc(Cc5ccccc5)nc4c32)cc1OC (centres undefined)	i	0.1	i	i	i	i	i	21.5	i	i	5.2
Cc1ccccc1CN1CCNC(=O)C1CC(=O)NC1CCCCCCC1 (centres undefined)	i	0.6	i	i	i	i	i	4.8	i	i	-5.1
CC(=O)c1c(C)[nH]c(C(=O)OCc2ccccc2F)c1C	i	3.9	i	i	i	i	i	2.2	i	i	2.2
CNC(=O)C(=O)NCC1OCCN1S(=O)(=O)c1ccc(C)cc1 (centres undefined)	i	-0.2	i	i	i	i	i	0.3	i	i	3.1
C=CC[n+]1c(-c2ccc(C)cc2)csc1NNC(=O)Nc1ccccc1	i	1.1	i	i	i	i	i	7.3	i	i	-13.6
Cc1scc(C(=O)N/N=C/c2ccsc2)c1C	i	3.0	i	i	i	i	i	0.3	i	i	-9.5
Nc1nnn(CC(=O)N/N=C/c2cccc3ccccc23)n1	i	0.7	i	i	i	i	i	-1.5	i	i	-8.0
CC1Cc2cc(-c3csc(N)n3)ccc2O1 (centres undefined)	i	-0.2	i	i	i	i	i	1.8	i	i	3.4
Cc1nc(CC(=O)O)c(-c2ccccc2)s1	i	-0.2	i	i	i	i	i	-4.2	i	i	6.0
Cc1ccc(C(=O)N/N=C/c2ccc(-c3ccc(Br)cc3[N+](=O)[O-])o2)o1	i	-0.6	i	i	i	i	i	4.7	i	i	3.5
COc1cccc(-c2csc3nnc(SCC(=O)NCc4cccs4)n23)c1	i	-0.3	i	i	i	i	i	-7.9	i	i	1.8
CCCN(CCC)C(=O)c1cn(C)c2ccc(S(=O)(=O)N3CCCC3)cc2c1=O	i	-0.6	i	i	i	i	i	-0.7	i	i	1.9
CCOc1ccc(-c2nnn(CC(=O)Nc3cccc(OC)c3)n2)cc1OCC	i	-33.9	i	i	i	i	i	-3.8	i	i	0.3
Cc1cc(C)n2nc(SCC(=O)Nc3ccccc3C)nc2n1	i	-0.3	i	i	i	i	i	0.0	i	i	4.9
COc1ccc(C(=O)NCC(C)(C)CNC(=O)c2ccc(OC)c(OC)c2)cc1OC	i	-0.2	i	i	i	i	i	-3.2	i	i	-12.7
Cc1csc(SC(C)C(=O)NCc2ccc3c(c2)OCO3)n1 (centres undefined)	i	-0.2	i	i	i	i	i	1.8	i	i	5.2
N#Cc1c(Nc2ccccc2)c(/C=N/N=C/c2ccccc2)c[nH]c1=O	i	0.6	i	i	i	i	i	5.8	i	i	-9.7
NC12CC3CC(C1)CC(CC(=O)O)(C3)C2	i	0.7	i	i	i	i	i	-6.0	i	i	-0.4
CCC(C(=O)NCCc1ccc(OC)c(OC)c1)n1nc(C)n2c(cc3occc32)c1=O (centres undefined)	i	-0.1	i	i	i	i	i	1.6	i	i	-14.5
CCOC(=O)N1CCC(NC(=O)c2ccc(NC(=O)C3CCCO3)cc2)CC1 (centres undefined)	i	-0.4	i	i	i	i	i	-0.4	i	i	0.6
CSCCC(=O)N1CCCC(N2CCN(c3cccc(C(F)(F)F)c3)CC2)C1 (centres undefined)	i	-0.6	i	i	i	i	i	2.8	i	i	-2.7
Cc1oc2c(cc(NS(=O)(=O)c3ccc(F)cc3)c3ccccc32)c1C(=O)O	i	-0.5	i	i	i	i	i	25.9	i	i	-9.7
CC(=O)c1c(C)oc2ccc(NS(=O)(=O)c3ccc(C(=O)O)cc3)cc12	i	-0.5	i	i	i	i	i	3.5	i	i	-1.0
CCc1ccc(S(=O)(=O)c2nnn3c2nc(N2CCOCC2)c2ccccc23)cc1	i	-0.3	i	i	i	i	i	8.8	i	i	3.5
Cc1cc(C)c(NC(=S)N2CCN(c3ccc([N+](=O)[O-])cn3)CC2)cc1C	i	-0.2	i	i	i	i	i	10.3	i	i	10.0
C=CCSC1=N/C(=C\c2cccnc2)C(=O)N1c1ccc(OC)cc1	i	-0.7	i	i	i	i	i	-6.0	i	i	-49.0
CCOC(=O)N1CCN(C(=O)c2cnc3n(c2=O)CCS3)CC1	i	-0.1	i	i	i	i	i	20.4	i	i	-9.0
O=C(O)c1ccc(CSc2nc3ccc(NC(=O)c4ccccc4C(=O)O)cc3s2)cc1	i	-0.2	i	i	i	i	i	42.4	i	i	-1.0
CC(C)Nc1ccc(C(CC(N)=O)NC(=O)c2ccc(Br)cc2)cc1[N+](=O)[O-] (centres undefined)	i	0.4	i	i	i	i	i	-0.4	i	i	-2.6
CCc1ccc(CNC(=O)c2ccc3nc(C4CCCCC4)oc3c2)nc1	i	0.3	i	i	i	i	i	8.9	i	i	-7.9
O=C(CCCN1C(=O)/C(=C/c2ccc3c(c2)OCO3)SC1=S)Nc1ccc(C(=O)O)cc1	i	-2.9	i	i	i	i	i	40.9	i	i	0.5
COc1ccc(/C=N/NC(=O)c2cccc(NC(=O)c3ccccc3)c2)c(C(=O)O)c1OC	i	0.1	i	i	i	i	i	0.6	i	i	4.8
Cc1cccn2c(CNCC3(c4ccccc4)CCCC3)c(C(=O)N3CCOCC3)nc12	i	-0.1	i	i	i	i	i	0.4	i	i	-4.3

Quoted at random: 2 records from the list, in no set order.
SMILES	TRPC6 inh	HIF act	MrgX1 antagonist	RGS4 act	MrgX1 ag	MrgX1 PAM	TRPC4 block	SKKanGAS inh	RGS4 inh	TRPC6 activator	Platelet DG rel
CCCN1CNC(=S)N(c2ccccc2OCC)C1	i	0.3	i	i	i	i	i	-12.5	i	i	3.8
CCCN(CCC)C(=O)c1cn(C)c2ccc(S(=O)(=O)N3CCCC3)cc2c1=O	i	-0.6	i	i	i	i	i	-0.7	i	i	1.9
